mIDH1 inhibitor = blocks human mutant IDH1 R132H enzyme; O75874; Potency, µM (doses to about 76.6 µM), inactives show top-dose activity change, negative = inhibition, most hits filed as inhibitors; IDH1-R132H enzyme, NADPH consumption, diaphorase/resazurin fluorescence; 0.093% of 390,000 active; note: potency is the fitted concentration of half-maximal effect; % is set by controls: 0 for no effect and ±100 for the full control effect; nearly all actives have a fitted effect of over 65% in size
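IDH1-R132H (0.5 ug/mL) preincubated 30 min with compound, then NADPH (0.016 mM) and alpha-KG (2 mM) added; 80 min at RT, pH 7.5. Remaining NADPH coupled via diaphorase/resazurin to fluorescence (540/590 nm); concentration-response curves normalized to no-enzyme control.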
D2 antagonist = antagonists of human D2 dopamine receptor; P14416; HEK293 TREx D2 cells, calcium flux, dopamine EC80; inhibition, % at 10 µM; 2% of 340,000 active; AID 485344; in the data active = inhibition above about 30%; note: 0% is about no effect
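Compounds are added to dye-loaded, induced HEK293 T-REx cells coupled to calcium release via D2; after a 3 min kinetic read an EC80 dopamine stimulus is given and fluorescence is recorded for 3 more min.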
TRHR enhancer = TRH receptor (human) allosteric enhancement. P34981. TRHR cells, fluo-8 calcium fluorescence, EC20 TRH enhancement. AID 493056. 0.66% of 360,000 active. enhancement, % at 2 µM; in the data active = enhancement above about 30%; note: 0% is about no effect
Target sequence (P34981 whole entry, looked up): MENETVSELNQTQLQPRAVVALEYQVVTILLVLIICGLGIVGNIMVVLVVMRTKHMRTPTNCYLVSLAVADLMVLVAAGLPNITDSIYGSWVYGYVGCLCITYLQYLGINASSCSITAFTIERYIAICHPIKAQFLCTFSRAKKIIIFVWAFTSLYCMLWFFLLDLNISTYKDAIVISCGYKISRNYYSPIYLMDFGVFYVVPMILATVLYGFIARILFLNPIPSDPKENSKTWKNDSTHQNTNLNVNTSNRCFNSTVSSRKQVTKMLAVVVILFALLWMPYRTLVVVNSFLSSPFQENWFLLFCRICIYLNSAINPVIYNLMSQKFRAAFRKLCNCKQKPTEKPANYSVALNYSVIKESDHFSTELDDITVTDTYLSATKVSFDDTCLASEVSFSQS
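Enhancer read-out: after compound pinning and an initial kinetic agonist-mode read, an EC20 of TRH (10 nM final) was injected and fluo-8 calcium signal (Ex 480/Em 530) followed at 1 s/cycle for 100 cycles in TRHR-expressing cells.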
TrxR1 substrate = substrates of rat thioredoxin reductase 1; Potency, µM (top dose mostly 114 µM), for the others: at the highest dose activity change, negative = substrate turnover; purified TrxR1 substrate turnover, NADPH consumption readout; AID 588456; O89049; 0.01% of 390,000 active; note: potency is the fitted concentration of half-maximal effect; % is set by controls: 0 for no effect and ±100 for the full control effect; nearly all actives have a fitted effect of over 50% in size
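Rat TrxR1, dispensed at 90 nM, was prereduced with 400 uM NADPH (final) for 5 min at ~22 deg C, then incubated with compound 15 min before 400 uM selenite. A first-read NADPH fluorescence drop versus no-compound background flagged substrates.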
USP1 inh = blocks the human USP1/UAF1 deubiquitinase complex | recombinant USP1/UAF1, Ub-Rhodamine cleavage fluorescence | 0.23% of 390,000 active | AID 743255 | Potency, µM (highest dose often 57.1 µM), inactives show at the highest dose activity change, negative = inhibition, actives largely listed as inhibitors | O94782; note: potency is the fitted concentration of half-maximal effect; % is set by controls: 0 for no effect and ±100 for the full control effect; nearly all actives have a fitted effect of over 60% in size; inactives centre near -12
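Step one: compound is pinned into 1nM USP1/UAF1 in HEPES pH 7.8 buffer with TCEP. Step two: 15 min room-temperature incubation. Step three: Ub-Rho (150nM final) starts cleavage, tracked by fluorescence over six one-minute reads.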
D2 agonist = activates the human D2 dopamine receptor. HEK293 T-REx D2 cells, calcium flux agonist mode. activation, % at 2 µM. P14416. 0.53% of 340,000 active;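 active = activation over 3 SD above normal in the single-dose calcium agonist read, cut at about 30% in these data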; note: 0% is about no effect
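HEK293 Trex D2 cells, tetracycline-induced, o/n 30 C 5% CO2; no-wash Ca dye, RT 30–90 min; 10-cycle baseline, 23 nl cpd added, kinetic Ca read 180 s; agonist hits = positive Ca response.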
PI4K2A inh = inhibitors of human PI4K2A | 0.13% of 420,000 active | activity change, negative = inhibition, % at 76.9 µM | purified PI4K2A, ADP-Glo luminescence, 1 h; active compounds read low | Q9BTU6; in the data active = activity change below about -50%; inconclusive = mostly about -30% to -49%;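 note: -100% = wells without enzyme as full effect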
Target sequence (Q9BTU6 whole entry, looked up): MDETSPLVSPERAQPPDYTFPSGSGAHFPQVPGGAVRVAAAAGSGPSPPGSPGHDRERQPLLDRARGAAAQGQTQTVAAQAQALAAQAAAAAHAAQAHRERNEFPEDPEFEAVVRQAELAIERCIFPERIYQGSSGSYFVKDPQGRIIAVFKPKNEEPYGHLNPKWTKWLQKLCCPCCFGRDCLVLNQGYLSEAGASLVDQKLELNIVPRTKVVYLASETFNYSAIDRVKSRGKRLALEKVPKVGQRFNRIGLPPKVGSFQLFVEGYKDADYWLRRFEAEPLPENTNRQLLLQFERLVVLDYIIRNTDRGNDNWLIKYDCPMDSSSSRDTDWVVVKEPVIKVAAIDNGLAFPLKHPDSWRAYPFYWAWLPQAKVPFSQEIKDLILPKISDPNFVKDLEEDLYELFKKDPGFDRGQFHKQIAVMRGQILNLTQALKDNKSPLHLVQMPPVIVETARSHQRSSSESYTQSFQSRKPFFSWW
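Compounds are screened against recombinant PI4K2A using PI as substrate and ATP, the latter dispensed at 300 microM. Reactions run one hour at ambient temperature before ADP-Glo detection; full inhibition defined by wells lacking enzyme.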
rTrxR1 inhibitor = rat TrxR1 inhibition; recombinant rTrxR1, NADPH fluorescence consumption, selenite substrate; O89049; Potency, µM (highest dose often 114 µM), for the others: top-dose activity change, negative = inhibition, usual class: inhibitors; 1% of 390,000 active; note: potency is the fitted concentration of half-maximal effect; % is set by controls: 0 for no effect and ±100 for the full control effect; nearly all actives have a fitted effect of over 65% in size
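Rat TrxR1 (90 nM in the dispensed reagent) was pre-reduced with 400 uM NADPH for 5 min at room temperature, then incubated with compound for 15 min. After 400 uM selenite was added, NADPH fluorescence (Ex 340/Em 450 nm) was followed for 8 min.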
TRHR agonist = agonists of human TRH receptor. activation, % at 2 µM. AID 493084. P34981. 0.18% of 360,000 active. TRHR cells, calcium flux fluo-8, FDSS agonist mode; in the data active = activation above about 30%; note: 0% is about no effect
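Fluo-8-loaded TRHR cells; 10 s baseline, compound added, kinetic Ca2+ fluorescence read 1/s, agonist mode.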
An asterisk follows results filed as active; u = inconclusive; x = not tested or not shown; [ ] = dose if it differs, or a comment. Unless noted, calls come from the whole dose curve; as a rule, active = well fitted inhibition curve with a large enough effect; inconclusive = small, poorly fitted or top-dose-only effect; inactive = no such curve, though single readings can be large or run the other way.

Start of the data: the first 2 records (preview)
1: COC(=O)COc1nc(C)c2c(c1C#N)CC(C)(C)OC2
2: O/N=C1\CCCCc2ccccc21

screen / no.,1,2
mIDH1 inhibitor,11%,4%
D2 antagonist,-7,33*
TRHR enhancer,3,-16
TrxR1 substrate,12%[57.1 µM],10%
USP1 inh,3%,-6%
D2 agonist,-0.2,-0.7
PI4K2A inh,10,0
rTrxR1 inhibitor,26%,23%
TRHR agonist,0.9,0.3

The list itself, repeating the preview:
1: COC(=O)COc1nc(C)c2c(c1C#N)CC(C)(C)OC2
2: O/N=C1\CCCCc2ccccc21
3: COc1ccccc1NC(=O)CSC1=NCCN1
4: Cc1ccc(NC(=O)CCC(=O)NNC(=O)COc2ccc([N+](=O)[O-])cc2)c(C)c1
5: COc1ccc(N2C(=O)CCC(C(=O)N3CCCCC3)C2c2ccc(F)cc2)cc1 (stereo unspecified)
6: O=C(O)c1ccc2c(=O)n(-c3ccccc3F)c(=S)[nH]c2c1

screen / no.,1,2,3,4,5,6
mIDH1 inhibitor,11%,4%,-3%,4%,6%,-5%
D2 antagonist,-7,33*,-23,-18,29,-6
TRHR enhancer,3,-16,3,-1,-7,-1
TrxR1 substrate,12%[57.1 µM],10%,-6%,0%,-7%,8%[57.1 µM]
USP1 inh,3%,-6%,-10%,-28%,-12%,3%
D2 agonist,-0.2,-0.7,0.5,-1.1,1.1,-0.2
PI4K2A inh,10,0,-1,2,8,3
rTrxR1 inhibitor,26%,23%,-10%,2%,-8%,-19%[57.1 µM]
TRHR agonist,0.9,0.3,0.0,0.0,3.1,0.4

7: CS(=O)(=O)N(CC(=O)Nc1c(F)cccc1F)Cc1ccccc1
8: CCOc1ccccc1NC(=O)c1cc2c(=O)n(Cc3cccnc3)ccc2nc1C
9: C=CCNc1nc(NC(C)(C)CO)nc(OCC)n1
10: CC(=O)NC1CC2CCCC(C1)N2C(=O)Nc1cccc(C)c1 (stereo unspecified)
11: CN(Cc1ccc(OCC(O)CN(C)Cc2ccccc2)cc1)Cc1nccn1C (stereo unspecified)
12: COc1cccc(CNC(=O)CCCCCn2c(=O)[nH]c3cc(OC)c(OC)cc3c2=O)c1

screen / no.,7,8,9,10,11,12
mIDH1 inhibitor,0%,-22%,6%,-2%,0%,-3%
D2 antagonist,-6,x,0,x,2,x
TRHR enhancer,-4,2,0,x,-4,4
TrxR1 substrate,5%,0%[57.1 µM],-5%,0%,-1%,-4%
USP1 inh,-13%,8%,-20%,-7%,-9%,0%
D2 agonist,0.6,0.0,0.3,x,0.1,0.3
PI4K2A inh,6,2,-2,1,-2,-1
rTrxR1 inhibitor,16%,21%[57.1 µM],-1%,22%,7%,-15%
TRHR agonist,0.5,-0.2,0.1,x,0.9,-0.2

13: CN(C)S(=O)(=O)c1ccc(N2CCCC2)c(C(=O)NC2CCC(O)CC2)c1 (stereo unspecified)
14: CC(C)(C)NC(=O)/C=C/c1cccc(C(F)(F)F)c1
15: CC1CCC(NC(=O)c2cnccn2)CC1 (stereo unspecified)
16: C=CCN1C(c2ccc(Br)cc2)=CS/C1=C(/C#N)c1nnc(N2CCOCC2)n1-c1ccccc1
17: Cc1ccc(-c2noc(CN3CCN(C(c4ccccc4)c4ccccc4)CC3)n2)cc1
18: COc1ccc(OC)c(/C=N/N=C2\SCC(=O)N2Cc2ccco2)c1

screen / no.,13,14,15,16,17,18
mIDH1 inhibitor,4%,5%,3%,-9%,10%,2%
D2 antagonist,5,9,-2,-4,-8,6
TRHR enhancer,-12,-3,3,-7,8,0
TrxR1 substrate,6%,-15%,6%[57.1 µM],6%[57.1 µM],-2%,-8%
USP1 inh,-17%,-10%,-6%,-15%,-11%,-2%
D2 agonist,1.1,-0.6,-0.8,-1.1,-0.2,-1.3
PI4K2A inh,-1,4,23,-2,-6,-2
rTrxR1 inhibitor,18%,-15%,6%[57.1 µM],1%[57.1 µM],3%,-17%
TRHR agonist,-0.2,-0.8,0.3,-0.5,0.4,-1.2

19: Nc1nc(-c2ccccc2)nc2sc3c(c12)CCCC3
20: COc1ccc(C(=O)OCC(=O)NC2CC2)cc1OC
21: C=CCn1c(=O)[nH]c(=O)c2c(N)c(C(=O)c3ccc(OC)cc3)sc21
22: CN(C)/C=N/c1ncc(C(=O)c2ccc(-c3ccccc3)cc2)s1
23: CCCS(=O)(=O)N1CCC(C(=O)Oc2ccc(OC)cc2)CC1
24: CCOC(=O)c1c(NC(=O)C(F)(OC)C(F)(F)F)sc(C(=O)N2CCCCC2)c1C (stereo unspecified)

screen / no.,19,20,21,22,23,24
mIDH1 inhibitor,13%,-17%,0%,9%,-6%,0%
D2 antagonist,-14,-1,x,x,-6,4
TRHR enhancer,-5,-1,x,-1,4,-7
TrxR1 substrate,26%,-4%,11%,-7%[57.1 µM],4%,-7%
USP1 inh,-7%,-5%,u,-7%,-10%,-3%
D2 agonist,0.9,0.1,x,x,-1.6,1.9
PI4K2A inh,-1,4,-7,1,1,-1
rTrxR1 inhibitor,-7%[0.457 µM],1%,21%,24%[57.1 µM],14%,-5%
TRHR agonist,0.5,1.5,x,0.5,0.0,2.7

25: Cc1ccc(NC(=O)CNc2ccc(OC(C)C)cc2)c(C)c1
26: CCOC(=O)N/N=C/c1cccc(Cl)c1Cl
27: O=S1(=O)CCN(Cc2ccc(Cl)c(Cl)c2)CC1
28: CCOc1ccc(NC(=O)CSc2nnc(Cn3c(=O)sc4ccccc43)n2C)cc1
29: Cc1ccc(C2/C(=C(/O)c3cnn(-c4ccccc4)c3C)C(=O)C(=O)N2CCCN2CCOCC2)o1 (stereo unspecified)
30: Cc1cc(-c2nnc(SCC(=O)Nc3ccc(F)c(F)c3)n2N)n[nH]1

screen / no.,25,26,27,28,29,30
mIDH1 inhibitor,2%,13%,-1%,5%,x,-9%
D2 antagonist,13,-7,-1,1,1,2
TRHR enhancer,3,-8,-2,-9,2,-4
TrxR1 substrate,-8%,-2%,10%[57.1 µM],-1%,x,-2%
USP1 inh,-13%,-24%,-1%,u,x,-22%
D2 agonist,-0.3,-2.8,0.1,-0.3,1.9,0.7
PI4K2A inh,14,-2,3,5,x,-7
rTrxR1 inhibitor,-24%,-4%,8%[57.1 µM],3%,x,-1%
TRHR agonist,0.2,-0.3,0.4,-1.0,1.1,0.1

Part of the list above, with two lines to a compound.
Each structure is followed by: mIDH1 inhibitor | D2 antagonist | TRHR enhancer | TrxR1 substrate | USP1 inh | D2 agonist | PI4K2A inh | rTrxR1 inhibitor | TRHR agonist
(27) O=S1(=O)CCN(Cc2ccc(Cl)c(Cl)c2)CC1
 : -1% | -1 | -2 | 10%[57.1 µM] | -1% | 0.1 | 3 | 8%[57.1 µM] | 0.4
(28) CCOc1ccc(NC(=O)CSc2nnc(Cn3c(=O)sc4ccccc43)n2C)cc1
 : 5% | 1 | -9 | -1% | u | -0.3 | 5 | 3% | -1.0

Following part.
31: CC(C)Oc1ccc(C(CC(=O)O)NC(=O)Cc2ccc(Cl)cc2)cc1 (stereo unspecified)
32: CC1CN(CCOc2cccc(Oc3ccccc3)c2)CC(C)O1 (stereo unspecified)
33: COc1cccc(NC(=O)COc2ccc(C(=O)N3CCN(C)CC3)cc2)c1
34: Oc1cccc(-n2nnnc2SCc2ccccc2F)c1
35: COc1ccccc1NC(=S)N1CCC(NC(=O)c2ccco2)CC1
36: CCOc1ccc(S(=O)(=O)NCCC(=O)NC(C)CCc2ccccc2)cc1 (stereo unspecified)

screen / no.,31,32,33,34,35,36
mIDH1 inhibitor,2%,12%,1%,0%,11%,-3%
D2 antagonist,-9,-9,-6,-5,-6,x
TRHR enhancer,4,-9,-3,-7,2,-1
TrxR1 substrate,11%[57.1 µM],3%,3%[57.1 µM],1%,6%,-6%
USP1 inh,-17%,-21%,-8%,-17%,-30%,-8%
D2 agonist,-2.2,-0.9,4.2,0.3,-2.9,x
PI4K2A inh,1,-2,-1,1,-1,2
rTrxR1 inhibitor,23%[57.1 µM],33%,-7%[57.1 µM],30%,4%,7%
TRHR agonist,0.7,-0.6,0.2,-0.3,-0.8,1.2

37: CCOc1ccccc1NC(=O)C1CCN(S(=O)(=O)c2ccc3[nH]c4c(c3c2)CCCCC4)CC1
38: COc1ccc(NC(=O)CN(C)C(=O)c2sc3cc(Cl)ccc3c2Cl)cc1
39: COc1ccc(NC(=O)CCCS(=O)(=O)c2nc(-c3ccc(OC)c(OC)c3)cc(C(F)(F)F)n2)cc1OC
40: Cc1ccc(C)c2nc(SCC(=O)N3CCCc4ccccc43)c(C#N)cc12
41: Cc1csc(NC(=O)CNS(=O)(=O)c2cccs2)n1
42: O=S(NCc1ccccc1)C12CC3CC(CC(C3)C1)C2 (stereo unspecified)
43: CC1CCc2[nH]c3ccc(C(=O)N(C)CC(=O)Nc4ccc(F)cc4)cc3c2C1 (stereo unspecified)

screen / no.,37,38,39,40,41,42,43
mIDH1 inhibitor,-7%,1%,11%,4%,1%,4%,3%
D2 antagonist,x,-1,x,-23,5,-9,x
TRHR enhancer,14,3,-5,-4,3,-9,-4
TrxR1 substrate,-2%[57.1 µM],5%,-5%,3%,11%,5%,-11%
USP1 inh,-12%,u,u,0%,-9%,-14%,-13%
D2 agonist,0.3,0.0,-0.5,-0.3,0.3,0.3,x
PI4K2A inh,4,3,2,-2,-3,-4,-2
rTrxR1 inhibitor,9%[57.1 µM],14%,25µM*,12%,34%,0%,-10%
TRHR agonist,0.4,0.0,-1.6,0.9,1.2,2.0,0.7

Screening data deposited in PubChem BioAssay by National Center for Advancing Translational Sciences (NCATS).
